TIM10 inh = TIM10 yeast growth inhibition; actives 1.4% (n = 330,000); inhibition, % at 10 µM; S. cerevisiae TIM10 strain growth, BacTiter-Glo luminescence, 24 h; AID 463195;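 active = inhibition of 40% or more at the single tested concentration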;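 note: wild-type TIM10 isogenic control strain grown at permissive 25 °C; 0% = DMSO yeast wells and 100% = minimal medium wells without yeast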
Jurkat NFkB inh = lowers PMA/ionomycin-induced NF-kB signal in Jurkat cells. PMA/ionomycin-induced NF-kB luciferase reporter, luminescence. inhibition, % at 4 µM. actives 0.53% (n = 330,000); in the data active = inhibition above about 50%
Mdm2-MdmX inh = disrupts the human Mdm2-MdmX interaction; O15151+Q00987; SaOS-2 split-luciferase Mdm2/MdmX complementation, luminescence; inhibition, % at 8 µM; actives 3% (n = 330,000);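 active = inhibition of at least 50% at 8 µM in the primary screen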
Target sequence (O15151 whole entry, looked up): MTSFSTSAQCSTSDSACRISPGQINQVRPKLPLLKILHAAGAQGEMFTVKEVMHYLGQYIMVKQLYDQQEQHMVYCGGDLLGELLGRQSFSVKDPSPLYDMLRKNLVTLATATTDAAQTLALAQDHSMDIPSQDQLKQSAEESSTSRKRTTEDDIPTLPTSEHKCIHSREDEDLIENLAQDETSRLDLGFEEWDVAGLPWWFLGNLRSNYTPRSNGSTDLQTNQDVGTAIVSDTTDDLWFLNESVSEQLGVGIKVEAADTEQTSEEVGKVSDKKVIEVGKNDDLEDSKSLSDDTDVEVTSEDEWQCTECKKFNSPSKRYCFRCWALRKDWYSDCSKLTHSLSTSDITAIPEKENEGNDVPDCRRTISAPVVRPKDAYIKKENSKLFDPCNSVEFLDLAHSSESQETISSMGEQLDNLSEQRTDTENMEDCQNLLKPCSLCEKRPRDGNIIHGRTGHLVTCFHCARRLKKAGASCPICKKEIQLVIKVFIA
Target sequence (Q00987 whole entry, looked up): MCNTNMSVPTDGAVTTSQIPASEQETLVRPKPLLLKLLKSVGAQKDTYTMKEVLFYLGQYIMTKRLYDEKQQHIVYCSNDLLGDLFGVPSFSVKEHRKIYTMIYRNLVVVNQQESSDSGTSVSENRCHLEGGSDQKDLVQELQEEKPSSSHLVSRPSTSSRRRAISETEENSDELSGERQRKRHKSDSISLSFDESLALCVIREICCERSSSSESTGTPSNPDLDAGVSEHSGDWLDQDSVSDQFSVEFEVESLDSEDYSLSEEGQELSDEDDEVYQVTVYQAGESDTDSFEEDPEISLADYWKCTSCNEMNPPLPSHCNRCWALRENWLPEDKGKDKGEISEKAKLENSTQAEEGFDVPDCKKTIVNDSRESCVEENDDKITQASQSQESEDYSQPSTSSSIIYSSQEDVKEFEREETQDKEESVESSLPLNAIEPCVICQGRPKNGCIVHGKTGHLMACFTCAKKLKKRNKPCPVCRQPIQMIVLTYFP
tim23-1 inh = growth inhibitors of tim23-1 mutant yeast | S. cerevisiae tim23-1 growth, BacTiter-Glo luminescence, 24 h | inhibition, % at 20 µM | actives 1.3% (n = 330,000) | AID 463212;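 active = growth inhibition of the mutant yeast at or above 50%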;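 note: temperature-sensitive mutant grown at 25 °C; plate controls were DMSO-treated mutant yeast for no effect and medium wells lacking yeast for full effect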
XBP1 UPR activ = adaptive UPR (XBP1) activation; CHO-XBP1 luciferase reporter, IRE1-XBP1 UPR activation, luminescence; percent of tunicamycin response, DMSO as zero; activation, % at 20 µM; actives 0.33% (n = 330,000); AID 463104;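 active = versus positive control, 20 µM dose yields 30% or more activation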;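 note: 100% = tunicamycin at 10 µg/mL and 0% = DMSO only wells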
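Material – CHO cell line with stable XBP1 luciferase reporter · Buffer or medium – F12 plus 10% FBS · Compound – single point, 20 µM final compound, 1% DMSO · Schedule – 16-18 h cell attachment at 37 °C, then 6 h compound exposure · Signal – Steady-Glo luminescence read · Benchmarks – high control tunicamycin 10 µg/mL final, low control DMSO vehicle only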
CHOP UPR activ = apoptotic UPR (CHOP) activation; CHO-CHOP luciferase reporter, luminescence; percent of tunicamycin response over DMSO baseline; activation, % at 10 µM; actives 0.34% (n = 330,000);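 active = at 10 µM dose, activation of 40% or more, normalized to positive control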;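 note: 100% = tunicamycin at 10 µg/mL and 0% = DMSO alone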
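System: CHO-CHOP luciferase reporter cell line; amount: 500 cells/well; buffer or medium: F12 medium containing 10% fetal bovine serum; incubation: 6 h compound exposure at 37 °C after overnight seeding; measured by: luciferase luminescence after 10 min with Steady-Glo reagent; evaluation: % reporter activation, DMSO baseline versus tunicamycin full activation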
697 NFkB inh = lowers PMA/ionomycin-induced NF-kB signal in 697 B cells. inhibition, % at 4 µM. 697 B-cell NF-kB luciferase reporter, 16 h. actives 0.33% (n = 330,000). AID 435022; in the data active = inhibition above about 35%
tim10-1 inh = growth inhibitors of tim10-1 mutant yeast; inhibition, % at 20 µM; S. cerevisiae tim10-1 ts strain growth, BacTiter-Glo, 24 h; AID 463190; actives 2.2% (n = 330,000);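 active = inhibition of at least 40%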;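 note: mutant grown at 25 °C; 0% = DMSO wells with yeast and 100% = wells holding no yeast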
* marks the source's active call; other numbers are inactive results.

The line under a structure holds: TIM10 inh	Jurkat NFkB inh	Mdm2-MdmX inh	tim23-1 inh	XBP1 UPR activ	CHOP UPR activ	697 NFkB inh	tim10-1 inh
COc1ccc(Nc2ncnc3c2oc2ccccc23)cc1
  -6	-120	-149	23	0	3.3	-133	-13
Cc1cc(NC(=O)CS(=O)(=O)c2ccc(Cl)cc2)no1
  10	20	-12	10	-1	-0.2	13	-4
C=CCN(CC=C)CC(O)Cn1c2ccccc2c2ccccc21 (stereo unspecified)
  16	10	-16	21	2	-0.4	-14	5
CCN(CC)S(=O)(=O)c1cccc(C(=O)OC2CC(C)OC2=O)c1 (stereo unspecified)
  3	12	-15	1	0	1.4	12	-16
C=CCN(c1ccc(Cl)cc1)S(=O)(=O)c1cccc(C(=O)O)c1
  -9	-4	3	29	-2	-1.7	-4	7
CC1(C)NC(=O)N(CC(=O)OCC(=O)Nc2sccc2C#N)C1=O
  10	-2	-24	4	3	-1.3	11	2
COc1ccc(-c2cc(=O)oc3c(C)c(OCC(=O)N(C)C)ccc23)cc1
  7	4	21	22	-2	1.9	0	24
O=[N+]([O-])c1cccc(/C=N/NC2=NCCCCC2)c1
  4	-21	-8	5	2	0.7	-30	-11
O=C(NCC(=O)N1CCCCCC1)c1ccc(OC(F)F)cc1
  3	4	1	0	-3	-0.2	-17	0
CC1=C(C(=O)OCC2CCCO2)C(c2ccc(O)cc2)NC(=O)N1 (stereo unspecified)
  4	1	-15	2	1	-1.6	-2	-2
O=C(NCC1CCCO1)c1cccc(N2CCCC2=O)c1 (stereo unspecified)
  -5	-12	2	-1	0	2.3	-9	14
O=C(CN1C(=O)COc2ccccc21)N(Cc1cccnc1)Cc1cccc(F)c1
  10	0	22	11	-2	-0.8	9	14
Cc1ccc(OCC(=O)NNC(=O)c2cccnc2)cc1
  -2	-4	-24	10	1	1.6	13	15
COc1ccc(CCC(=O)OC(C)C(=O)c2ccc(C)cc2)cc1 (stereo unspecified)
  -6	-9	67*	-6	-1	-1.0	-29	-14
CCOC(=O)NC(=O)CSc1ccc2ccccc2n1
  -1	-5	-19	20	1	-1.2	4	-2
Cc1ccc(CN2CCN(Cc3cc(=O)c4ccccc4[nH]3)CC2CCO)o1 (stereo unspecified)
  1	-5	4	11	1	-0.6	-10	-20
Cc1cc(C)c(C#N)c(SCc2ccccc2[N+](=O)[O-])n1
  22	16	14	21	1	-0.2	7	26
CCOc1ccc(CNC(=O)C2CCN(C(=O)N3CC(C)Oc4ccccc43)CC2)cc1 (stereo unspecified)
  6	5	9	15	-1	-1.1	14	16
CCn1c2ccccc2c2nnc(SCC(N)=O)nc21
  -5	-14	-3	6	-1	-0.3	-11	-6
Cc1cc(NC(=O)c2cc(-c3cccnc3)nc3c(C)c(C)ccc23)no1
  25	17	13	33	-4	-1.1	-3	31
CS(=O)(=O)N(CC(=O)N1CCN(c2ccccc2)CC1)Cc1ccc(Cl)cc1
  11	2	-17	14	1	0.8	0	22
CCC(=O)N1CCN(c2ccc(NC(=S)NC(=O)COc3ccccc3)cc2)CC1
  3	13	-14	-29	-1	0.7	11	-38
CN(C)c1ncc(S(=O)(=O)c2ccc(Cl)cc2)c(-c2ccc(Cl)cc2Cl)n1
  7	8	28	35	-1	0.3	-14	18
COc1ccc(S(=O)(=O)Nc2ccc3c(c2)OCO3)cc1C
  -4	1	19	9	1	-1.6	4	7
COc1cccc(Nc2nc3ccccc3c(=O)[nH]2)c1
  6	-5	21	-11	-1	2.2	18	10
CCOC(=O)c1cnc2sc3c(n2c1=O)CCCC3
  -4	9	30	11	-4	4.1	-56	16
O=S(=O)(NCc1ccccc1)NCc1ccccc1
  -2	2	-26	9	1	0.3	-9	-1
COc1cc(/C=C2\SC(c3ccc(C)cc3)=NC2=O)cc(OC)c1OC
  -7	15	5	0	0	-0.6	14	-3
Cc1ccc(S(=O)(=O)NC(=O)COc2ccccc2C)cc1
  -3	-1	34	10	-3	0.7	4	3
COc1cc2c(cc1OC)CN(CC(=O)Nc1ccc(S(=O)(=O)N(C)C)cc1)CC2
  -3	-6	12	7	-2	-2.0	10	7

Printed as active in Mdm2-MdmX inh, of those listed so far:
| compound | Jurkat NFkB inh | Mdm2-MdmX inh | XBP1 UPR activ | 697 NFkB inh |
| --- | --- | --- | --- | --- |
| COc1ccc(CCC(=O)OC(C)C(=O)c2ccc(C)cc2)cc1 (stereo unspecified) | -9 | 67* | -1 | -29 |

The results go on.
The line under a structure holds: TIM10 inh	Jurkat NFkB inh	Mdm2-MdmX inh	tim23-1 inh	XBP1 UPR activ	CHOP UPR activ	697 NFkB inh	tim10-1 inh
C=C(C)[C@@H]1CC[C@]2(C(=O)O)CC[C@]3(C)C(CCC4[C@@]5(C)CC[C@H](O)C(C)(C)C5CC[C@]43C)C12 (stereo partly specified)
  -11	0	94*	-7	40*	-1.7	-18	5
CC(C)c1nc(SCC(=O)Nc2cccc(S(N)(=O)=O)c2)n[nH]1
  5	10	19	12	-2	0.3	23	-16
Cc1c(NS(=O)(=O)c2ccccc2)cc(Cl)c(O)c1C
  17	-6	15	2	-1	-2.1	-30	10
Cc1ccc(N2C(=O)CC(c3c[nH]c4ccccc34)C2=O)cc1 (stereo unspecified)
  25	12	-15	9	-4	3.5	-3	30
N#Cc1c(-c2ccccc2)nc2n(-c3ccccc3)nc(C(=O)Nc3ccccc3)n2c1=O
  -22	-13	14	-17	-4	2.0	12	-19
CN1CCc2c(sc3nc(SCC(N)=O)n(-c4ccccc4)c(=O)c23)C1
  1	-14	9	18	-2	-1.1	25	12
CC[N+]1(CC(O)COC2CC(C)CC(C)(C)C2)CCOCC1 (stereo unspecified)
  5	4	26	0	-3	-0.5	-1	-6
CSc1ccc(CN(C)C(=O)C(c2ccccc2)c2ccccc2)cc1
  10	-10	-1	35	-1	-2.0	-20	35
CNS(=O)(=O)c1ccc(NC(=O)c2ccoc2C)cc1
  4	9	-32	2	0	1.6	-2	-10
O=C(Cc1cccc2ccccc12)N/N=C/c1ccc(F)cc1
  -5	21	18	13	-4	0.0	15	8
COc1ccc(N2CCN(C(=O)c3cn(C)c(=O)c4c3c3ccccc3n4C)CC2)cc1
  23	2	25	37	0	-0.9	-1	22
CCOc1ccc(C(=O)CCC(=O)Nc2ccccc2C)cc1
  -3	12	-10	19	-4	-0.6	3	0
Cc1cc2nc(CSc3ccc(Cl)cc3)cc(=O)n2[nH]1
  -13	-2	0	19	-3	-0.5	-5	-4
N#CC1=C(S)N(c2ccccc2)C(c2ccc(-c3cc(Cl)ccc3Cl)o2)NC1=O (stereo unspecified)
  16	19	-8	13	-2	-2.4	-2	27
C=CCn1c(=O)c(C(=O)NCCc2ccccc2)c(O)c2ccccc21
  22	-11	-4	28	-2	2.0	-13	15

Entries of single compounds, looked up by structure. Values in the order: TIM10 inh | Jurkat NFkB inh | Mdm2-MdmX inh | tim23-1 inh | XBP1 UPR activ | CHOP UPR activ | 697 NFkB inh | tim10-1 inh
Record of O=C(Cc1cccc2ccccc12)N/N=C/c1ccc(F)cc1 : -5 | 21 | 18 | 13 | -4 | 0.0 | 15 | 8
Record of CC(C)c1nc(SCC(=O)Nc2cccc(S(N)(=O)=O)c2)n[nH]1 : 5 | 10 | 19 | 12 | -2 | 0.3 | 23 | -16

The results go on.
The line under a structure holds: TIM10 inh	Jurkat NFkB inh	Mdm2-MdmX inh	tim23-1 inh	XBP1 UPR activ	CHOP UPR activ	697 NFkB inh	tim10-1 inh
COC(=O)c1ccc(C(=O)OCCCc2nc3ccc(N)cc3[nH]2)cc1
  -9	8	20	0	1	0.7	-1	-5
CCOc1ccccc1NC(=O)CCN1CCN(S(=O)(=O)c2ccc(OC)cc2)CC1
  1	11	-26	14	-4	2.0	-7	5
Cc1ccccc1Nc1nc(N)nc(COC(=O)CCS(=O)(=O)c2ccccc2)n1
  6	0	11	6	0	-1.2	2	10
Cc1ccc(C)c(N2CCN(C(=O)CCS(=O)(=O)c3ccc4c(c3)NC(=O)CO4)CC2)c1
  4	18	19	4	-4	-1.6	-43	-1
Cc1cc(=O)oc2c(C(=O)/C=C/c3ccccc3)c(O)ccc12
  -7	-9	26	13	1	0.1	7	27
Cc1ccc2c(c1)nnn2C1CCN(S(=O)(=O)c2ccc(C(=O)N3C(C)CCCC3C)cc2)CC1 (stereo unspecified)
  5	15	26	20	2	5.9	-52	28
O=C(COC(=O)CNC(=O)c1ccccc1)Nc1ccc(S(=O)(=O)N2CCOCC2)cc1
  1	-1	-4	22	-1	-2.0	-5	17
COCCOC(=O)C1=C(C)OC(N)=C(C#N)C1c1ccco1 (stereo unspecified)
  6	8	4	-1	-1	0.7	23	6
O=c1[nH][nH]cc1C=Nc1ccc(Cl)cc1Cl
  -1	5	12	3	4	0.6	-12	24
CCC(=O)Nc1cccc(NC(=O)CSc2nc3c(c(=O)n(C)c(=O)n3C)n2C)c1
  -6	-6	-1	7	2	-0.2	-3	7
CC(=O)Nc1ccc(NC(=O)c2ccc(C3SCC(=O)N3CCc3ccccc3)cc2)cc1 (stereo unspecified)
  3	9	20	0	1	1.9	4	10
CCC(CC)C(=O)Nc1nnc(SCC(=O)N2CCN(c3ccccc3OC)CC2)s1
  14	-2	20	19	-2	0.0	14	9
CCc1ccccc1NC(=O)COC(=O)C1CC(=O)N(c2ccc(F)cc2)C1 (stereo unspecified)
  -10	4	20	3	-2	-0.9	-7	15
CCOc1ncccc1C(=O)N(C)CC(=O)Nc1ccc(C)cc1
  6	-6	-5	6	-4	-2.2	15	-5
COc1ccc(OCC(=O)N/N=C/c2ccc(OC)c(OC)c2C(=O)O)cc1
  -17	-1	26	9	0	1.0	-1	20

Continued; it opens with the 3 that closed the last part.
The line under a structure holds: TIM10 inh	Jurkat NFkB inh	Mdm2-MdmX inh	tim23-1 inh	XBP1 UPR activ	CHOP UPR activ	697 NFkB inh	tim10-1 inh
CCc1ccccc1NC(=O)COC(=O)C1CC(=O)N(c2ccc(F)cc2)C1 (stereo unspecified)
  -10	4	20	3	-2	-0.9	-7	15
CCOc1ncccc1C(=O)N(C)CC(=O)Nc1ccc(C)cc1
  6	-6	-5	6	-4	-2.2	15	-5
COc1ccc(OCC(=O)N/N=C/c2ccc(OC)c(OC)c2C(=O)O)cc1
  -17	-1	26	9	0	1.0	-1	20
O=C(CN(C(=O)CCC(=O)Nc1nccs1)c1ccc(F)cc1)NCCc1ccccc1
  2	-20	-12	4	-1	2.9	-33	-5
Cc1cc(NC(=O)Cn2c(=O)c3c(ncn3CCC(C)C)n(Cc3ccccc3)c2=O)no1
  10	-8	21	10	1	1.6	-21	-1
Cc1cc(C)cc(OCC(=O)O/N=C(\N)c2ccccc2Cl)c1
  -2	-9	16	8	-2	2.2	4	22
Cc1c(O)ccc(C(=O)COc2ccc(F)cc2)c1O
  13	-20	-78	13	-2	3.9	-40	18
CS(=O)(=O)Nc1ccc(C(=O)NCCSCc2ccccc2)cc1
  -4	-15	-5	3	0	-0.8	-13	6
CCC(=O)N1C(=O)CCN(C(C)=O)c2ccccc21
  12	5	20	34	-1	-2.9	5	14
O=C(NCCCc1ccccc1)C1CCC(=O)N(CCc2ccc(Cl)cc2)C1 (stereo unspecified)
  -1	-17	4	-14	1	2.4	-15	-7
COc1cc(/C=C2\SC(=S)N(CC(=O)O)C2=O)ccc1OC(=O)c1ccco1
  13	-17	-11	19	-4	2.4	-2	23
COC(=O)c1ccc(NC(=O)Nc2ccc(F)cc2F)cc1
  9	-23	-61	6	-1	3.3	-44	6
CCOC(=O)N1CCN(C(=O)c2cnn3c(C)c(Cc4ccc(C)cc4)c(C)nc23)CC1
  32	-14	11	17	-1	-0.7	-21	7
O=C1CCc2ccc(NC(=O)C3CC3)cc2N1
  -29	6	5	-5	-1	0.3	15	16
CNC(=O)c1ccsc1NC(=O)c1ccc2c(c1)CCCC2
  54*	-65	-96	63*	11	4.2	-57	49*

Screening data as filed in PubChem BioAssay.
